M. tuberculosis HTS – M. tuberculosis growth inhibition, HTS (AID 449762). M. tuberculosis H37Rv growth inhibition, 7H9 media; higher % means a stronger effect. inhibition, % at 25 µM, or IC50 in µM where a hit was titrated. 0.59% of 330,000 active; in the data active means a potency from the dose series; inconclusive means inhibition above about 70% without an active follow-up result;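 further: bacterial growth assessed after seven days of incubation; strong numbers were not always called active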
VEEV TC-83 Vero – inhibitors of VEEV TC-83 cytopathic effect, confirmation, Vero cells (AID 588727). Vero cells, VEEV TC-83 cytopathic effect inhibition; higher % means a stronger effect. inhibition, % at 20 µM, or IC50 in µM where a hit was titrated. 0.13% of 350,000 active; in the data active means a potency from the dose series; inconclusive means inhibition mostly from about 14% at the one dose, without a potency; inactive means the rest, 99 in 100 with inhibition below about 12%; further: strong numbers were not always called active
tuberculosis growth – growth inhibition of non-replicating M. tuberculosis (AID 488890). Mycobacterium tuberculosis non-replicating, growth inhibition; higher % means a stronger effect. inhibition, % at 25 µM, or IC50 in µM where a hit was titrated. 0.39% of 320,000 active; in the data active means a potency from the dose series; inconclusive means inhibition mostly from about 82% at the one dose, without a potency; inactive means the rest, 99 in 100 with inhibition below about 76%;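 further: plate controls were DMSO cells for no effect and high antibiotic wells for full effect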
H1N1 NS1A inhibition – H1N1 influenza NS1A inhibitors, functional cell based assay (AID 504329); inhibition, % at 12.5 µM, or IC50 in µM where a hit was titrated; 0.3% of 340,000 active; NS1A functional cell-based assay, percent inhibition; higher % means a stronger effect; in the data active means a potency from the dose series; inconclusive means inhibition above about 27% without an active follow-up result; further: strong numbers were not always called active
PhoP GFP inhibition – PhoP regulon inhibitors, Salmonella typhi PhoP promoter GFP reporter, confirmatory (AID 1850) | Salmonella Typhi PhoP-promoter GFP reporter, fluorescence, 4 h; higher % means a stronger effect | inhibition, % at 50 µM; hits with a dose series show IC50 in µM | 0.33% of 310,000 active; in the data active means a potency from the dose series; inconclusive means inhibition mostly from about 25% at the one dose, without a potency; inactive means the rest, 99 in 100 with inhibition below about 19%;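 further: 0% = induced wells with vehicle and 100% = uninduced wells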
Numbers without * were called inactive; i = inactive; ? = inconclusive; . = no result given.

1	O=C(O)CCN1Cc2ccccc2C1=O
2	Cc1ccc(NC(=O)CN(C)C(=O)c2ccc(Sc3nncn3C)c([N+](=O)[O-])c2)cc1
3	O=C(C1CCN(S(=O)(=O)c2ccc(Cl)cc2)CC1)N1CCOCC1
4	COc1ccc(/C(C)=N/N2CCOCC2)c(O)c1
5	C/C(Cc1ccccc1)=N\NC(=O)CNC(=O)c1ccc(F)cc1
6	O=C(NCc1ccc(Cl)cc1)c1ccccc1CCc1ccccc1
7	O=C(O)CC1CCS(=O)(=O)C1 (configuration not stated)
8	COc1ccc(C(=O)Nc2cccc(-c3csc(C)n3)c2)cc1S(=O)(=O)N1CCCC1
9	CCC(C)(C)NC(=O)CN(Cc1cccs1)C(=O)CNS(=O)(=O)c1ccc(F)cc1
10	CN(C)S(=O)(=O)c1ccc2c(c1)nc(CCC(=O)Nc1ccc3c(c1)OCO3)n2C
assay / entry	1	2	3	4	5	6	7	8	9	10
M. tuberculosis HTS	-11.8%	-7.9%	-6.3%	-2.1%	4.0%	1.6%	8.2%	-1.2%	2.9%	4.5%
VEEV TC-83 Vero	i	0.2%	1.4%	0.6%	0.7%	2.5%	3.3%	8.8%	i	1.4%
tuberculosis growth	-10.3%	10.9%	-9.3%	-7.5%	-3.2%	14.1%	-7.4%	36.6%	2.2%	-16.8%
H1N1 NS1A inhibition	17.8%	-9.8%	-2.0%	-10.1%	4.5%	15.1%	-0.9%	-0.2%	-9.2%	1.8%
PhoP GFP inhibition	-2.1%	.	8.4%	13.4%	-5.8%	4.9%	-1.1%	.	3.9%	11.6%

11	CCOC(=O)N(C)OC(=O)Nc1ccc(Cl)c(Cl)c1
12	COc1cccc(CNc2ccc([N+](=O)[O-])cc2Cl)c1O
13	Cc1cc(NC(=O)c2c(Cl)cccc2Cl)no1
14	O=C(COC(=O)c1ccccc1Nc1ccccc1)NCc1ccccc1
15	COC(=O)c1cc(S(=O)(=O)NCc2ccc(Br)cc2)c[nH]1
16	Cc1ccc(-c2nc3ccccc3c(=O)n2CCN2CCOCC2)cc1
17	CCCNCc1cc(OC)c(OCCC)cc1Cl
18	Cc1cc(=O)[nH]c(N/N=C/c2c(O)n(-c3ccccc3)c(=O)c3ccccc23)n1
19	COc1ccc(/C=C/C(=O)O)cc1S(=O)(=O)Nc1ccc2c(c1)OCO2
20	O=[N+]([O-])c1ccc(/C=N/N=C/c2ccc([N+](=O)[O-])o2)o1
assay / entry	11	12	13	14	15	16	17	18	19	20
M. tuberculosis HTS	52.4%	8.3%	1.6%	0.5%	16.1%	-6.6%	2.8%	31.9%	0.8%	.
VEEV TC-83 Vero	0.0%	i	0.9%	i	i	2.3%	i	i	3.2%	i
tuberculosis growth	73.9%	54.9%	-3.9%	30.1%	5.0%	-13.9%	-0.5%	14.8%	-0.6%	.
H1N1 NS1A inhibition	0.7%	18.5%	-5.9%	13.5%	1.1%	0.7%	-1.4%	12µM*	-18.1%	7.5%
PhoP GFP inhibition	2.2%	-6.6%	-3.5%	-37.4%	-35.8%	-5.4%	4.7%	-7.3%	-7.1%	.

21	O=C(CCCN1C(=O)c2ccccc2C1=O)Nc1nc2ccccc2[nH]1
22	CC(C(=O)N/N=C/c1ccc(N(C)C)c(Br)c1)N(c1ccccc1)S(C)(=O)=O (configuration not stated)
23	CCOc1ccc(-n2c(SCC(=O)c3c(N)n(C)c(=O)n(C)c3=O)nnc2-c2cccnc2)cc1
24	Cc1ccc(C)c(N2C(=O)CC(N3CCN(Cc4ccc5c(c4)OCO5)CC3)C2=O)c1 (configuration not stated)
25	Cc1ccc(S(=O)(=O)N/N=C2/CC(c3ccccc3)Oc3ccccc32)cc1 (configuration not stated)
26	COc1ccccc1-c1nn(-c2ccccc2)cc1C(=O)NCC(c1ccco1)N1CCCC1 (configuration not stated)
27	Cc1cc(=O)c2n(Cc3ccc(Cl)cc3)nc[n+]2[nH]1
28	COC(=O)c1ccccc1NC(=S)NC(=O)COc1ccccc1
29	Nc1nnc(CC(=O)N/N=C\c2cc([N+](=O)[O-])ccc2O)s1
30	CN(C)c1ccc(CNC23CN4CN(CN(C4)C2)C3)cc1
assay / entry	21	22	23	24	25	26	27	28	29	30
M. tuberculosis HTS	-3.8%	3.9%	-4.1%	-6.6%	10.8%	-5.1%	9.8%	-1.6%	0.8%	-0.3%
VEEV TC-83 Vero	2.2%	0.9%	0.1%	i	1.7%	1.0%	4.0%	2.1%	2.3%	2.3%
tuberculosis growth	-8.6%	29.3%	-17.5%	12.9%	2.4%	0.5%	10.0%	-3.1%	-10.8%	12.4%
H1N1 NS1A inhibition	1.4%	-3.1%	3.0%	5.7%	7.5%	8.2%	-4.5%	-26.0%	7.93µM*	17.9%
PhoP GFP inhibition	2.2%	-5.1%	-1.8%	2.9%	-4.1%	.	0.3%	10.9%	12.8%	4.8%

31	O=C(NCCCO)C(=O)NCc1ccccn1
32	N=C(N)SCc1nc2ccccc2c(=O)n1-c1ccccc1Cl
33	Cc1cc2nc3n(c2cc1C)CC1CC(C(=O)NCc2cccc(C(F)(F)F)c2)N(C)C31 (configuration not stated)
34	Cc1ccc(N2CC(C(=O)NNC(=O)c3ccc(F)cc3)CC2=O)cc1 (configuration not stated)
35	COc1ccc(-c2nnnn2C(C)C)cc1S(=O)(=O)Nc1ccccc1
36	O=C(/C=C/c1ccc(S(=O)(=O)N2CCOCC2)cc1)Nc1cc(F)ccc1F
37	CCOc1cccc(N(C(=O)CNC(=O)c2ccco2)C(C(=O)NCC2CCCO2)c2ccccc2)c1 (configuration not stated)
38	Cc1ccc(C)c(N2CCN(C(=O)c3ccc(Cn4c(=O)[nH]c5ccccc5c4=O)cc3)CC2)c1
39	CC(=O)Nc1ccc(/C=N/Nc2nc3ccccc3[nH]2)cc1
40	Clc1ccccc1OCCn1nnc2ccccc21
assay / entry	31	32	33	34	35	36	37	38	39	40
M. tuberculosis HTS	-2.6%	-3.0%	-9.1%	10.0%	-1.6%	-1.0%	1.3%	?	7.4%	5.9%
VEEV TC-83 Vero	i	9.7%	1.4%	1.3%	0.2%	0.7%	11.2%	3.5%	1.6%	0.7%
tuberculosis growth	-0.1%	38.6%	10.1%	-1.0%	-8.6%	26.0%	6.7%	72.7%	16.9%	12.3%
H1N1 NS1A inhibition	2.1%	13.2%	-4.7%	3.0%	10.2%	2.7%	3.3%	7.3%	-2.3%	-6.5%
PhoP GFP inhibition	2.3%	-6.4%	-3.9%	.	4.3%	.	5.2%	0.1%	-8.1%	4.1%

41	Cc1ccc(C2CC(=O)C(C=NCCN3CCN(CC(=O)Nc4cc(C)cc(C)c4)CC3)=C(O)C2)cc1 (configuration not stated)
42	CCCCOC(=O)c1ccc(NC(=O)C(=O)NCCN(C)C)cc1
43	CCCCNC(=O)C1CCCNC1=O (configuration not stated)
44	N#Cc1ccc(/C=C/C(=O)c2ccc3c(c2)OCO3)cc1
45	COC(=O)C(O)(CC(=O)Nc1ccc(C)c(F)c1)C(F)(F)F (configuration not stated)
46	Cc1cccc(NC(=O)COC(=O)c2cc(C)n(C3CC3)c2C)c1
47	CSC1=C(C#N)C(c2ccc(C(C)C)cc2)CC(=O)N1 (configuration not stated)
48	CC1CCCC(NC(=O)Cc2ccc(Br)cc2)C1C (configuration not stated)
49	COCCn1c(SCc2ccccc2)nc2c1c(=O)[nH]c(=O)n2C
50	OCc1c[nH]c(=S)n1CCOc1cccc(C(F)(F)F)c1
assay / entry	41	42	43	44	45	46	47	48	49	50
M. tuberculosis HTS	.	?	10.8%	?	-1.5%	-11.6%	-5.8%	-4.2%	-3.6%	0.7%
VEEV TC-83 Vero	0.2%	4.0%	i	3.9%	i	8.4%	0.7%	5.4%	0.5%	0.9%
tuberculosis growth	.	49.3%	5.7%	?	-16.4%	50.9%	.	19.5%	-11.9%	-21.5%
H1N1 NS1A inhibition	3.6%	1.4%	-7.0%	-3.7%	-8.3%	-0.6%	5.2%	1.8%	-6.5%	5.3%
PhoP GFP inhibition	.	8.1%	-18.2%	9.5%	-5.7%	.	-5.4%	-4.5%	-0.8%	4.8%

51	O=C(Nc1ccc(N2CCCC2)c(Cl)c1)c1ccc(Br)o1
52	CCC1(CC)C(=O)NC(=O)NC1=S
53	O=C(COC(=O)c1nc(Cl)c(Cl)c(Cl)c1Cl)c1ccc[nH]1
54	C=CCn1c(SCC(=O)Nc2ncc(Cc3cc(C(F)(F)F)ccc3Cl)s2)nnc1-c1ccncc1
55	O=C(Nc1cnc2ccccc2c1)c1cccnc1
56	Cc1ccc(C(=O)NCCc2nnc3c(C(F)(F)F)cc(Cl)cn23)o1
57	CCc1ccc(C(=O)COC(=O)CNC(=O)c2cccs2)cc1
58	O=C(O)CCc1nn2c3ccccc3n(CCO)c2nc1=O
59	O=C(COc1ccc([N+](=O)[O-])cc1)Nc1ccc(S(=O)(=O)N2CCOCC2)cc1
60	CN(C)CCCC(=O)c1ccc2c(c1)OCO2
assay / entry	51	52	53	54	55	56	57	58	59	60
M. tuberculosis HTS	?	.	6.0%	-9.9%	-5.7%	3.1%	-3.9%	-2.4%	6.8%	-0.6%
VEEV TC-83 Vero	1.1%	3.5%	0.2%	i	0.3%	4.8%	i	i	1.2%	0.4%
tuberculosis growth	77.9%	.	79.4%	10.7%	.	3.5%	19.2%	17.0%	10.8%	-2.4%
H1N1 NS1A inhibition	15.9%	-13.4%	-4.2%	-4.5%	2.4%	-1.6%	8.7%	-2.4%	-8.5%	3.8%
PhoP GFP inhibition	4.1%	.	8.7%	-13.8%	6.8%	2.1%	-9.5%	-7.2%	-3.5%	3.5%

61	COc1ccc(CCNC(=O)CSc2ccc(Br)cc2)cc1OC
62	O=C(CC1Sc2ccccc2NC1=O)NNc1ccc(F)cc1 (configuration not stated)
63	O=C(c1ccc2ncsc2c1)N1CCCCC1
64	COc1ccc(NC(=O)CC2C(=O)NCCN2C(=O)c2ccc(Cl)cc2)cc1 (configuration not stated)
65	CCc1ccc(NC2=CC(=O)CC(C)(C)C2)cc1
66	CCn1cnnc1SCC(=O)Nc1ccccc1C(=O)NC1CC1
67	O=S(=O)(Nc1cccc2ncccc12)c1cccs1
68	CCc1ccc(/C=C/C(=O)c2cc(Br)ccc(=O)c2O)cc1
69	c1ccc(Cn2cc(CSc3ccccc3)nn2)cc1
70	O=C(c1n[nH]c(=O)c2ccccc12)N1CCN(c2ccccc2Cl)CC1
71	Cc1ccc(-c2nnc(SCC(=O)NC3CC3)o2)cc1
72	O=C(NCC1CCCO1)C1CCN(CC2CCCCC2)CC1 (configuration not stated)
assay / entry	61	62	63	64	65	66	67	68	69	70	71	72
M. tuberculosis HTS	1.5%	.	6.7%	-1.1%	0.5%	2.9%	?	98.6%	4.9%	5.5%	3.1%	-1.6%
VEEV TC-83 Vero	0.5%	1.8%	2.2%	i	0.6%	2.1%	i	2.1%	2.5%	7.0%	i	3.5%
tuberculosis growth	16.5%	.	-0.7%	-17.5%	-8.3%	5.8%	?	?	79.8%	16.2%	?	-6.4%
H1N1 NS1A inhibition	-1.7%	3.5%	-11.3%	-1.6%	-2.9%	-1.5%	7.6%	9.7%	-3.3%	7.8%	-8.0%	7.3%
PhoP GFP inhibition	-0.6%	.	-5.3%	4.4%	0.1%	.	1.9%	-13.9%	6.8%	0.7%	-1.6%	-25.1%

Some entries already given, limited to H1N1 NS1A inhibition and PhoP GFP inhibition.
| cpd | compound | H1N1 NS1A inhibition | PhoP GFP inhibition |
| --- | --- | --- | --- |
| 70 | O=C(c1n[nH]c(=O)c2ccccc12)N1CCN(c2ccccc2Cl)CC1 | 7.8% | 0.7% |
| 66 | CCn1cnnc1SCC(=O)Nc1ccccc1C(=O)NC1CC1 | -1.5% | . |
| 65 | CCc1ccc(NC2=CC(=O)CC(C)(C)C2)cc1 | -2.9% | 0.1% |
| 62 | O=C(CC1Sc2ccccc2NC1=O)NNc1ccc(F)cc1 (configuration not stated) | 3.5% | . |

High-throughput results from PubChem.
